MazF activator: activators of E. coli MazEF toxin-antitoxin RNase; FAM/BHQ RNA-DNA oligo cleavage fluorescence, 5 h; activation, % at 20 µM; 0.32% of 350,000 active; AID 504720; in the data active means activation above about 50%
Target sequence (P0AE70 whole entry, looked up): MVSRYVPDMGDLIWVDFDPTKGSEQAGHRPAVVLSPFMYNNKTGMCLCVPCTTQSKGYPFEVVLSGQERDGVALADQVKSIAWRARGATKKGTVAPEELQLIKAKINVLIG
FadD28 FP inh: inhibitors of Mycobacterium tuberculosis FadD28 bisubstrate binding; FadD28 bisubstrate probe binding, fluorescence polarization; inhibition, % at 12.5 µM; 0.22% of 360,000 active; AID 588549; in the data active means inhibition above about 8.5%, passing the limit was not always enough; inconclusive means no clear call, values can overlap the other calls
BioA inh: inhibitors of Mycobacterium tuberculosis BioA enzyme; AID 602481; inhibition, % at 9.99 µM; purified M. tuberculosis BioA enzyme, plate reader; 0.096% of 360,000 active; in the data active means inhibition above about 40%; inconclusive means no clear call, values can overlap the other calls
FBA Mtb inh: Mtb fructose-bisphosphate aldolase inhibition; P9WQA3; AID 588726; inhibition, % at 1 µM; purified M. tuberculosis FBA, fluorescence read-out; 2.3% of 360,000 active; in the data active means inhibition above about 27%;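 further: 0% = vehicle and 100% = reference inhibitor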
Target sequence (P9WQA3 whole entry, looked up): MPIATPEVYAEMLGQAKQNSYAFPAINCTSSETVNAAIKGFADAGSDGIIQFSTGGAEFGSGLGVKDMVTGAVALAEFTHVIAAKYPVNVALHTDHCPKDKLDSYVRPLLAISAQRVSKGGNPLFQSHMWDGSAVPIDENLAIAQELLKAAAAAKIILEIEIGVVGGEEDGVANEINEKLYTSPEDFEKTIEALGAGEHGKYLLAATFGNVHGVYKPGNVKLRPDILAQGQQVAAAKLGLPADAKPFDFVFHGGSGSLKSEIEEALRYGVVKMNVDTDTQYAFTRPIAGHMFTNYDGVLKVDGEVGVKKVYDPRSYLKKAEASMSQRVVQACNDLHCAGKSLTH
BoNT F protease: blocks Botulinum neurotoxin F light chain protease. Multiplex microsphere protease cleavage assay, flow cytometry. inhibition, % at 10 µM. 0.22% of 360,000 active; in the data active means inhibition above about 35%, passing the limit was not always enough; inconclusive means no clear call, values can overlap the other calls; further: plate controls were buffer without enzyme for full effect and enzyme alone for no effect
Mtb UGM inh: Mtb UDP-galactopyranose mutase inhibition | 0.06% of 320,000 active | AID 504406 | P9WIQ1 | inhibition, % at 10 µM | purified UGM, fluorescence polarization probe displacement; in the data active means inhibition above about 10%, passing the limit was not always enough; inconclusive means no clear call, values can overlap the other calls
Target sequence (P9WIQ1 whole entry, looked up): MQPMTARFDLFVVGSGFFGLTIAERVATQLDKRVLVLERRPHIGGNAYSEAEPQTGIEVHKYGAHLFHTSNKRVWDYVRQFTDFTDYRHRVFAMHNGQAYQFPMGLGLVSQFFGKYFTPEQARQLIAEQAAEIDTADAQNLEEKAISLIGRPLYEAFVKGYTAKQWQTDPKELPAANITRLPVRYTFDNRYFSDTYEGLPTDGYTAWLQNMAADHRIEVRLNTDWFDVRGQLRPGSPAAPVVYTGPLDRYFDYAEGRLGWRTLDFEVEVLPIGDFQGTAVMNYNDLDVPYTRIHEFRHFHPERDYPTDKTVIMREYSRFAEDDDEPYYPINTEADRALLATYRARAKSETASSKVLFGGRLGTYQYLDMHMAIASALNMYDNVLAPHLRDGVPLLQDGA
GDH-TPI counter: inhibits GDH-TPI coupling enzymes, artifact for Mtb FBA screen; 1.2% of 360,000 active; inhibition, % at 4.8 µM; GDH-TPI coupled enzyme counterscreen, NADH absorbance; AID 588335; in the data active means inhibition above about 30%;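 further: 0% = DMSO wells and 100% = wells lacking the enzyme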
PrPC TRFRET: cell surface PrPC inhibition, primary TR-FRET screen; inhibition, % at 13.8 µM; P04156; 0.43% of 370,000 active; TR-FRET read-out; AID 720596; in the data active means inhibition above about 24%; further: 0% = median of the test wells and 100% = reference compound wells
Rv3671c protease: inhibits the M. tuberculosis serine protease Rv3671c; P9WHR9; inhibition, % at 5.96 µM; 0.048% of 320,000 active; in the data active means inhibition above about 38%;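 further: extracellular domain of Rv3671c used as enzyme; 0% = enzyme with DMSO and 100% = no enzyme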
The depositor's hits bear a star; ? = inconclusive; . = no result given; + = active, no number.

nr	compound	MazF activator	FadD28 FP inh	BioA inh	FBA Mtb inh	BoNT F protease	Mtb UGM inh	GDH-TPI counter	PrPC TRFRET	Rv3671c protease
1	O=C(CCN1CCN(C/C=C/c2ccccc2)CC1)Nc1ccc(Cl)cc1	-11	-1.7	.	0	-7	2.4	-1	-24	-19
2	CN1OC[C@@H]2CN(C(=O)CCc3ccccc3)[C@H](c3cccc(-c4ccccc4)c3)C[C@@H]21	-11	-0.8	1.4	-1	-8	.	-4	7	.
3	O=C(NCC1CCCO1)c1ccc2c(=O)n(-c3ccccc3)c(=S)[nH]c2c1 (stereo not given)	3	-3.3	-1.1	2	-3	0.3	7	6	-4
4	CCOC(=O)NC(=S)Nc1cccc(C)n1	8	-0.8	-1.6	3	-2	.	9	13	.
5	CS(=O)(=O)Cc1ccc(C(=O)NC(c2ccccc2)c2ccccc2)cc1	-1	-3.0	-1.0	-5	-3	-2.0	5	10	5
6	NC(=O)CCn1cnc2ccccc21	1	-0.9	.	-1	?	-2.4	-4	9	1
7	CC1=C[C@@H]2c3cccc4[nH]cc(c34)C[C@H]2N(C)C1	5	1.2	-7.5	82*	-138	5.3	1	-15	3
8	NS(=O)(=O)c1cccc(NC(=O)CSc2nc3ccccc3c(=O)n2CCCN2CCOCC2)c1	8	-1.5	13	0	-4	.	4	0	-9
9	S=C(Nc1ccc(Cl)cc1)N(CCCN1CCOCC1)Cc1ccco1	-3	-1.5	1.9	1	8	2.7	15	-3	-3
10	CCOC(=O)c1c(/N=C/c2cc([N+](=O)[O-])ccc2O)sc(C)c1C	-2	0.5	-1.5	5	3	0.2	12	-13	5
11	Cc1cc(C(=O)N/N=C/c2sccc2C)no1	2	-0.6	.	2	-4	1.0	16	-6	-1
12	Cc1ccc(NC(=S)NC(=O)C2CCC2)cc1C	2	-1.7	0.1	-2	-2	0.4	-4	3	-11
13	Cc1nc2ccccc2c2ncccc12	2	-3.2	-0.7	1	-16	0.8	-3	-7	3
14	COc1ccc(CNC(=O)[C@H](C)[C@@H]2C[C@@]2(C)[C@@H](NC(=O)OCc2ccccc2)c2ccccc2)cc1OC	3	.	.	.	.	-3.5	.	9	-4
15	COc1cc(NC(=O)C(Cc2ccccc2)n2cccc2)cc(OC)c1 (stereo not given)	-2	-4.0	.	4	4	-3.0	11	6	-1
16	COc1ccc(S(=O)(=O)N2CC(C(=O)O)Oc3ccccc32)cc1 (stereo not given)	5	1.5	-0.3	4	-4	-0.7	-3	-2	7
17	Cc1cnc(C(=O)NCC(c2ccccc2)c2ccccc2)cn1	6	-1.2	0.1	2	1	0.4	6	-2	15
18	COC(=O)N1C(=O)[C@](Cc2ccccc2)(c2ccccc2)N1C(=O)OC	3	0.3	1.6	2	7	-0.9	3	8	5
19	O=C(OCc1nc2ccccc2s1)c1cccc(N2C(=O)CCC2=O)c1	-8	-0.8	.	0	0	2.3	7	-2	-7
20	O=C(c1ccccc1)c1cn(CC(=O)N2CCCC2)c2ccccc12	7	-3.1	1.2	2	4	-4.1	3	1	8
21	CC(C)OC(=O)C1C2C=CC3(CN(C(C)c4ccc(Br)cc4)C(=O)C13)O2 (stereo not given)	-2	0.2	-0.6	3	-4	-0.4	0	-3	-1
22	Oc1ccc(/C=N/Nc2ccc(C(F)(F)F)cn2)c(O)c1	.	2.4	.	-2	-11	1.4	24	-4	19
23	COc1cccc(CNC(=O)c2ccccc2-c2ccccc2)c1	5	-5.0	-0.7	1	3	2.5	1	-2	0
24	Cc1ccc(CSc2nnc(SCC(=O)N/N=C/c3ccccc3OCC(=O)O)s2)cc1	8	-5.2	-3.8	4	-4	1.9	16	2	-2
25	Cc1cc(C)c(NC(=O)CNC(=O)c2ccc(-n3cncn3)c([N+](=O)[O-])c2)c(C)c1	-3	1.3	-1.1	1	.	5.6	10	-29	-6
26	COc1ccc(-c2nc3ccc(Cl)cn3c2Cc2cccc(F)c2)cc1OC	.	-18	1.1	13	-2	.	.	10	.
27	COc1ccc(NC(=O)C(=O)N2N=C3CCCCC3C2(O)C(F)(F)F)cc1 (stereo not given)	12	0.1	.	0	-2	-3.3	0	2	2
28	COc1ccc([C@H]2CN(CCc3ccccc3)C(=O)[C@@H]2CC(=O)Nc2ccccc2)cc1	2	-1.4	-2.4	0	-2	.	0	-5	.
29	COc1ccc(C(=O)NC(=S)NNC(=O)CCc2ccccc2)cc1	-7	-2.2	-0.7	1	-18	-0.9	-4	-2	2
30	O=[N+]([O-])c1cccc(SSc2cccc([N+](=O)[O-])c2)c1	-4	-0.1	-0.4	1	-5	.	1	-15	.
31	CC(Oc1ccccc1F)C(=O)NNC(=O)c1cc2ccccc2o1 (stereo not given)	7	1.3	.	1	-5	2.4	5	-1	-1
32	Cc1c(C(=O)NN2CCOCC2)oc2ccccc12	9	-3.7	-0.3	2	-2	-1.9	-11	-7	15
33	CN(CC(=O)Nc1ccc(F)cc1)C(=O)c1ccc(N2C(=O)CCC2=O)cc1	-5	-0.9	-0.9	0	3	-1.3	2	6	-7
34	COc1ccc(NS(=O)(=O)c2cc(NC(=O)c3cnc(C)cn3)ccc2N2CCCC2)cc1	-2	-1.0	9.8	-2	-3	-1.0	7	10	3
35	COc1ccc(CC2=CC(=O)c3ccccc3C2=O)cc1	4	3.7	-0.6	-2	-1	-0.5	0	-4	-34
36	CSC1=N/C(=C/c2ccc(-n3cncn3)cc2)C(=O)N1	-7	-3.1	-0.5	-3	4	3.6	28	3	6
37	Cc1nc(-c2ccc(NS(=O)(=O)c3ccccc3)cc2)cs1	-28	-1.6	.	5	0	1.4	1	-4	-4
38	COc1cc(SC)ccc1C(=O)NNC(=O)C1COc2ccccc2O1 (stereo not given)	7	-2.5	-2.5	1	4	-2.9	13	-5	0
39	Cc1c(-c2ccccc2)c(=O)oc2cc(O)ccc12	5	-3.3	.	+	0	-0.6	11	2	1
40	Cc1ccc(N(C(=O)c2sc(C)nc2C)C(C(=O)NCc2ccco2)c2ccccc2)cc1 (stereo not given)	-3	-0.3	0.9	0	-6	-0.9	-2	1	-3
41	Cc1ccsc1/C=C(\C#N)C(=O)NCCCN1CCOCC1	-1	-4.4	.	-5	4	-7.0	24	3	6
42	Cc1c(CCO)c(=O)n(-c2ccccc2)n1S(=O)(=O)c1ccc([N+](=O)[O-])cc1	14	-3.2	.	-1	-3	-1.6	1	-9	13
43	O=C(CNC(=O)c1cccs1)OCC(=O)c1ccccc1	0	0.6	-0.6	6	11	-1.0	11	5	-4
44	Cc1c(Br)cc(-c2nnco2)cc1Br	-7	-2.9	.	-3	-2	-2.2	1	-5	1
45	CCCNC(=O)C1(C)CCCN(Cc2ccc(C#N)cc2)C1 (stereo not given)	.	0.2	1.0	1	3	.	6	5	.
46	CCCN(C(=O)c1ccc(OCC(C)C)cc1)c1c(N)n(Cc2ccccc2)c(=O)[nH]c1=O	3	1.1	.	3	?	2.8	4	-7	3
47	Cc1cc(C)c(C)c(OCCOCCNCc2ccccc2)c1	-14	-2.6	.	1	-5	-0.2	-8	4	7
48	CCCCC(CCC(=O)O)(C(=O)OCC)c1csc(Nc2ccc(OCC)cc2)n1 (stereo not given)	0	-1.8	0.0	0	-4	-0.6	-6	-2	1
49	CNc1oc(Cc2cccc3ccccc23)nc1C#N	-8	-5.5	4.7	1	-4	0.2	11	2	-3
50	Nc1ccn(CCCNC2CCN(Cc3ccccc3)CC2)c(=O)n1	-2	-1.5	0.2	-1	-5	.	5	-2	.

More structures follow:
nr	compound	MazF activator	FadD28 FP inh	BioA inh	FBA Mtb inh	BoNT F protease	Mtb UGM inh	GDH-TPI counter	PrPC TRFRET	Rv3671c protease
51	CCOC(=O)C1=C(C(F)(F)F)Nc2ncnn2C1c1cccc(OC)c1OC (stereo not given)	3	-3.2	-0.4	-3	-2	-2.2	7	5	2
52	COc1ccc(C(=O)C2CCCN(Cc3cccn3-c3ccccn3)C2)c(C)c1 (stereo not given)	17	-4.0	.	-3	3	2.8	3	-1	8
53	O=C1[C@@H](Oc2ccccc2)[C@@H](c2cnc3ccccc3c2)N1c1ccccc1	-4	-0.3	-2.1	6	-5	.	1	4	.
54	CCN(CC(=O)Nc1ccccc1C(=O)Nc1ccccc1)Cc1nc2ccccc2c(=O)[nH]1	0	-1.1	.	-3	1	2.3	-2	-3	1
55	COc1ccc(-c2cc(C(=O)N(C)Cc3nc4ccccc4c(=O)[nH]3)c3ccccc3n2)cc1OC	2	-2.6	6.4	1	-4	3.3	15	1	-17
56	OC1CCNC(=S)N1c1ccccc1 (stereo not given)	-7	-4.9	6.1	1	3	-0.6	-3	0	1
57	CC(/C=C/c1ccccc1F)=N\NC(=O)c1cccc(F)c1	5	-0.4	.	-2	-5	-0.4	10	2	2
58	CCc1ccc(C(=O)c2cnc3ccc(OC)cc3c2N2CCN(CC)CC2)cc1	3	-1.9	0.2	0	1	-3.1	12	0	-14
59	NC(=O)C1CCN(C2=C(NS(=O)(=O)c3ccc(Br)cc3)C(=O)c3ccccc3C2=O)CC1	5	3.5	20	5	7	0.7	14	-59	-34
60	CCOc1ccc(S(=O)(=O)n2cnc3ccccc32)cc1	0	-2.7	-0.2	0	27	0.3	-1	0	2
61	C=CCN1C(=O)c2ccc(C(=O)N3CCN(c4ccccc4OC)CC3)cc2C1=O	-6	-1.0	1.4	0	17	3.2	6	-2	-4
62	Cc1cc(-c2ccccc2)nc2[n+]1CCN2C	-1	-0.6	-1.0	14	-24	-1.1	12	-3	9
63	Cc1nn(-c2ccccc2)c(C)c1C(=O)OCC(=O)N1CC(=O)Nc2ccccc21	-5	-2.8	0.1	3	-19	0.2	13	7	-3
64	Cc1csc2c(=O)[nH]cnc12	5	-1.1	.	2	3	1.9	4	0	-2
65	CSCCOC(=O)COc1ccc(/C=N/NC(=O)c2nn(C)cc2Cl)cc1	8	-3.8	.	0	-4	-0.1	11	-7	-8
66	Cc1cc(NS(=O)(=O)c2ccc(NC(=O)c3ccc(Cl)cc3[N+](=O)[O-])cc2)no1	-1	-4.8	3.0	-1	10	0.8	-5	-9	6
67	CC[C@H](C)[C@H]1CNC(=S)N1CC1CCN(CCCCc2ccccc2)CC1	7	-4.0	3.1	-2	4	.	7	-3	.

Entries 53 to 62, quoted:
nr	compound	MazF activator	FadD28 FP inh	BioA inh	FBA Mtb inh	BoNT F protease	Mtb UGM inh	GDH-TPI counter	PrPC TRFRET	Rv3671c protease
53	O=C1[C@@H](Oc2ccccc2)[C@@H](c2cnc3ccccc3c2)N1c1ccccc1	-4	-0.3	-2.1	6	-5	.	1	4	.
54	CCN(CC(=O)Nc1ccccc1C(=O)Nc1ccccc1)Cc1nc2ccccc2c(=O)[nH]1	0	-1.1	.	-3	1	2.3	-2	-3	1
55	COc1ccc(-c2cc(C(=O)N(C)Cc3nc4ccccc4c(=O)[nH]3)c3ccccc3n2)cc1OC	2	-2.6	6.4	1	-4	3.3	15	1	-17
56	OC1CCNC(=S)N1c1ccccc1 (stereo not given)	-7	-4.9	6.1	1	3	-0.6	-3	0	1
57	CC(/C=C/c1ccccc1F)=N\NC(=O)c1cccc(F)c1	5	-0.4	.	-2	-5	-0.4	10	2	2
58	CCc1ccc(C(=O)c2cnc3ccc(OC)cc3c2N2CCN(CC)CC2)cc1	3	-1.9	0.2	0	1	-3.1	12	0	-14
59	NC(=O)C1CCN(C2=C(NS(=O)(=O)c3ccc(Br)cc3)C(=O)c3ccccc3C2=O)CC1	5	3.5	20	5	7	0.7	14	-59	-34
60	CCOc1ccc(S(=O)(=O)n2cnc3ccccc32)cc1	0	-2.7	-0.2	0	27	0.3	-1	0	2
61	C=CCN1C(=O)c2ccc(C(=O)N3CCN(c4ccccc4OC)CC3)cc2C1=O	-6	-1.0	1.4	0	17	3.2	6	-2	-4
62	Cc1cc(-c2ccccc2)nc2[n+]1CCN2C	-1	-0.6	-1.0	14	-24	-1.1	12	-3	9
